Source: PubChem (Sanford-Burnham Center for Chemical Genomics)
ER stress death – ER stress cell death inhibition; relative survival (cellular ATP), % at 15 µg/mL (by protocol); CSM14.1 thapsigargin ER stress survival, ATP luminescence; 48,000 compounds, 0.33% hits;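 active = survival measured by cellular ATP above 50% at 15 µg/ml in the first screen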;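 note: cell death triggered by about 15 µM thapsigargin; ATP read 24 h after thapsigargin was added; plate controls were thapsigargin with DMSO for no effect and DMSO without thapsigargin for full effect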
Numbers without * were called inactive.

SMILES	ER stress death
COc1ccc(CCNC(=O)Nc2ccc(Cl)c(Cl)c2)cc1	3
COC(=O)C1=C(O)/C(=C\c2c(F)cccc2Cl)N=C1C	-3
O=C(NC(=O)c1ccc2ccccc2n1)NC(c1ccccc1)c1ccccc1	12
Cc1ccc(SCC(=O)Nc2ccccc2)cc1	2
CCOC(=O)c1c(-c2ccc(C)cc2C)csc1NC(=S)NC(=O)c1ccccc1	2
C=CC(=O)NC(NC(=O)C=C)c1cccc([N+](=O)[O-])c1	4
Cc1ccc(-c2ccc(OCC(=O)Nc3ccc(S(=O)(=O)Nc4nccs4)cc3)cc2)cc1	6
COCCOC(=O)C1=C(C)NC(C)=C(C(=O)OCCOC)C1c1ccc(-c2cccc(Cl)c2Cl)o1	3
O=C(Nc1cccc(Br)c1)c1ccc([N+](=O)[O-])cc1	-3
O=C1C(=O)N(c2cccc([N+](=O)[O-])c2)C(c2ccccc2F)/C1=C(/O)c1ccccc1 (stereo unspecified)	9
COC(=O)c1ccc(NC(=O)Cc2ccccc2[N+](=O)[O-])cc1	5
O=C(c1ccc([N+](=O)[O-])cc1)N1CCN(C2CCCC2)CC1	5
O=C(Nc1ccccc1C(=O)N1CCCC1)c1cccc(F)c1	3
CCOC(=O)C(Cc1cc(C)c(CC(C(=O)OCC)C(=O)OCC)cc1C)C(=O)OCC	5
Cc1ccc(C(=O)NCc2ccc(Cl)c(Cl)c2)o1	1
COc1ccc(-c2nnc(-c3cccc([N+](=O)[O-])c3)o2)cc1	0
COP(=O)(OC)C(Nc1cccc([N+](=O)[O-])c1)c1cccc([N+](=O)[O-])c1 (stereo unspecified)	9
O=C(O)C(Cc1ccccc1)N1C(=O)/C(=C/C=C/c2ccccc2)SC1=S (stereo unspecified)	1
COc1ccc(S(=O)(=O)N2CCN(C3CCC(c4ccccc4)CC3)CC2)cc1 (stereo unspecified)	10
COc1ccc([N+](=O)[O-])cc1NCc1ccc(C(F)(F)F)cc1	8
O=C(O)COc1ccc(Br)cc1/C=C1\C(=O)NC(=O)N(c2ccc(Cl)cc2)C1=O	-4
COC(=O)C1=C(C)N(C)C(C)=C(C(=O)OC)C1c1cc(Br)c(OC)c(OC)c1	-2
CCOC(=O)C1=C(O)/C(=C/c2ccccc2)SC1=Nc1ccccc1	6
COC(=O)C(C)N(C(=O)c1ccc(Cl)cc1)c1c(C)cccc1C (stereo unspecified)	-1
COc1cccc(NC(=O)CSc2nc3ccccc3o2)c1	2
CCSc1nnc2n(Cc3ccccc3)c(=O)c3c4c(sc3n12)CC(C(C)(C)C)CC4 (stereo unspecified)	19
COc1cc(/C=N/N2C(=O)c3cccc4cccc(c34)C2=O)ccc1O	-4
O=C(OCCc1ccc(SC(=O)c2ccccc2)s1)c1ccccc1	1
O=C(Nc1cccc2ccccc12)c1cc(I)ccc1Cl	9
CCCCCSc1nnc2nc(C)cc(C)n12	11
O=C(N=Nc1c(O)[nH]c2ccc(Br)cc12)c1ccc(Cl)cc1Cl	-8
N#C/C(=C\c1ccccc1)C(=O)Nc1sc2c(c1C(N)=O)CCCC2	10
COc1ccc(NCN2C(=O)CSC2=O)cc1Cl	6
COc1ccccc1N(CC(=O)N/N=C\c1c(O)ccc2ccccc12)S(=O)(=O)c1ccccc1	5
COC(=O)c1ccc(N2C(=O)c3ccccc3C2=O)cc1	9
O=C(Nc1ccc(NC(=O)c2ccc(-c3cccc(Cl)c3)o2)cc1)c1ccco1	1
O=C(NCc1cccs1)c1nn2c(c1Cl)NC(c1ccco1)CC2C(F)(F)F (stereo unspecified)	3
Cc1ccc(/C=N/NC(=O)c2ccc(Oc3ccc(C(=O)N/N=C/c4ccc(C)o4)cc3)cc2)o1	-1
CCn1c(/C=C/c2cc(Br)ccc2O)nc2ccccc2c1=O	-2
CCN(CC)C(=O)CN(c1ccccc1OC)S(=O)(=O)c1ccccc1	4
C[n+]1ccc(/C=C/c2cccc([N+](=O)[O-])c2)cc1	-4
CCOc1cccc(C(=O)Nc2nnc(CSCc3ccccc3)s2)c1	2
COC(=O)c1ccccc1NC(=O)c1ccc(CN2CCN(c3ccccc3)CC2)cc1	4
CC(/C=C1\SC(=S)N(NC(=O)c2cccc(O)c2)C1=O)=C\c1ccccc1	4
Cc1c(-c2ccccc2)[nH]n2c(=O)cc(-c3ccccc3)nc12	8
CC(Nc1cc(N2CCN(CCO)CC2)ccc1[N+](=O)[O-])c1ccc(Br)cc1 (stereo unspecified)	-3
c1ccc(CN2CCC(N3CCNCC3)CC2)cc1	0
O=C(Nc1ccc(Cl)cn1)c1cccc(F)c1	-3
COc1ccc2c(c1)-c1c(ssc1=S)C(C)(C)N2C(=O)c1ccccc1OC	3
CCOc1cc(CNc2ccccc2)ccc1OC	13
The list goes on:
SMILES	ER stress death
O=C1OC(c2ccc(Cl)cc2)=C/C1=C\c1ccc([N+](=O)[O-])cc1	11
COc1ccccc1/C=C1\SC(=S)N(NC(=O)c2ccccc2Cl)C1=O	15
Cc1cc(C)[n+]2cc(Br)ccc2n1	9
CCOc1ccc(CNc2cccc(SC)c2)cc1	0
CCN(CC)C(=O)/C=C/c1ccc(OC)c(S(=O)(=O)N2CCCCC2)c1	4
COc1ccc(/C=C/C(=O)c2c(-c3ccccc3)c3cc(Br)ccc3[nH]c2=O)cc1	-4
CCCC1=NN(c2ccc([N+](=O)[O-])cc2)C(=O)/C1=C\N(C)C	-5
O=S(=O)(N=C(Nc1ccccn1)c1ccccc1)c1ccc(Cl)cc1	3
Cc1ccc(-c2cc(C(=O)N3CCCCCC3)c3ccccc3n2)o1	1
CN(C)C1(C)CC2C(C/C1=N\O)C2(C)C (stereo unspecified)	8
CS(=O)(=O)/N=C(\N)Nc1nc2ccccc2o1	11
CCOC(=O)c1cccc(N2C(=O)C3C4C=CC(C4)C3C2=O)c1 (stereo unspecified)	0
COC(=O)c1ccc(C(=O)OC)c(NC(=O)CCN2C(=O)c3ccccc3C2=O)c1	10
CS(=O)(=O)N(CC(=O)Nc1ccc(Oc2ccccc2)cc1)c1ccccc1Cl	9
CCCOc1ccc(C(=O)Nc2ccc(C)cc2[N+](=O)[O-])cc1	1
CCCS(=O)(=O)c1c(S(=O)(=O)CCC)c2c3ccccc3ccn2c1C(=O)c1ccc(C)cc1	9
COc1cc(NC(=O)c2cnn3c(C(F)(F)F)cc(-c4cccs4)nc23)c(OC)cc1Cl	4
COc1ccc(-c2cc(-c3ccccc3O)[nH]n2)cc1	0
O=C1NC2=C(C(=O)N(Cc3ccccc3)C2)C(c2ccccc2)N1 (stereo unspecified)	-1
CCOc1ccc(OCC)c(S(=O)(=O)N2CCN(C)CC2)c1	4
CNCC(=O)C12CC3CCC(CC(C3)C1)C2	-4
O=C(CCN1C(=O)/C(=C/c2ccc(Cl)cc2)SC1=S)Nc1nccs1	-1
CC1CN(Cc2c(O)ccc3c(=O)c(Oc4ccccc4Br)c(C(F)(F)F)oc23)CC(C)O1 (stereo unspecified)	8
Cc1ccc(NC(=O)c2cccc(F)c2)cc1C	8
COc1ccc(OC)c(NC(=O)COc2c(C)cc(C)cc2C)c1	1
O=C(N/N=C/c1cccc(Br)c1)C1CC1	5
COc1ccc(N2C(=O)/C(=C/c3cc4c(cc3Br)OCO4)SC2=S)cc1	4
CN1CCN(CC(O)COc2ccc(C(C)(C)C)cc2)CC1 (stereo unspecified)	-13
COc1ccc(C(=O)N2CCN(C(=O)c3cccc(Cl)c3)CC2)cc1OC	-1
CC(C)OC(=O)c1c(-c2ccccc2)csc1N	13
COc1ccccc1/C=C/C=NN1CCN(Cc2ccccc2Cl)CC1	2
Cc1c(NS(=O)(=O)c2cc(Cl)ccc2Cl)c(=O)n(-c2ccccc2)n1C	11
O=C(/C=C/c1ccccc1)c1ccc([N+](=O)[O-])o1	2
COc1ccc(Cl)cc1NC(=O)C1C2CCC(C2)C1C(=O)O (stereo unspecified)	2
CCOc1ccc2c(c1)-c1c(ssc1=S)C(C)(C)N2C(=O)c1cccnc1	7
CCc1ccccc1NC(=O)c1c(NC(=O)Cc2ccccc2)sc(-c2ccccc2)c1C	4
Cc1c(NC(=O)c2ccc(-c3ccccc3[N+](=O)[O-])o2)cccc1-c1nc2ncccc2o1	12
O=C(c1ccc2c(c1)OCCO2)N1CCOCC1	-5
C=CCn1c(=S)[nH]c2sc3c(c2c1=O)CCc1ccccc1-3	-3
O=C(Nc1ccc(Cl)cc1)c1cc(Cl)ccc1[N+](=O)[O-]	-2
CN1CCN(/N=C/c2c3ccccc3cc3ccccc23)CC1	-3
COc1cccc(CN2CCN(C(=O)c3ccc(-c4ccccc4)cc3)CC2)c1	93*
CCOc1cccc(N2C(=O)CC(SCC(=O)Nc3ccc4ccccc4c3)C2=O)c1 (stereo unspecified)	12
COc1cc(C2Nc3cc(C)ccc3NC3=C2C(=O)CC(C)(C)C3)ccc1O (stereo unspecified)	0
CCc1c(C)sc(NC(=O)Cc2ccc(Cl)cc2)c1C#N	16
COc1ccccc1NC(=O)CC1C(=O)Nc2ccccc2N1S(=O)(=O)c1ccc(C)cc1 (stereo unspecified)	1
O=C(NC=C(Cl)Cl)c1ccc(Cl)cc1	2
N#CC(C#N)=Cc1cn(-c2ccccc2)nc1-c1ccc(-c2ccc([N+](=O)[O-])cc2)o1	4
CC(C)OC(C(=O)c1ccccc1)c1ccccc1 (stereo unspecified)	-13
CNC(=O)c1ccc(N(C)S(=O)(=O)c2ccccc2)cc1	15
Remaining list, next part
SMILES	ER stress death
COC(=O)C1=NNC2C(=O)N(c3cccc(C(F)(F)F)c3)C(=O)C12 (stereo unspecified)	4
O=C(NCc1ccccc1Cl)c1c(F)cccc1F	-2
O=S(=O)(/N=C/c1ccccc1O)c1cccs1	1
COc1ccc(-c2noc(-c3ccc(I)cc3)n2)cc1	1
O=C(COC(=O)c1ccccc1C(F)(F)F)c1ccc(Br)cc1	16
O=C(NC(=S)Nc1ccc(Br)cc1)c1ccco1	-2
Cc1ccc(S(=O)(=O)NC(C)c2ccc(-c3ccccc3)cc2)cc1[N+](=O)[O-] (stereo unspecified)	3
O=C(O)CCCN1C(=O)/C(=C/c2cn(-c3ccccc3)nc2-c2cccc([N+](=O)[O-])c2)SC1=S	2
O=C(/C=C/c1ccc2c(c1)OCO2)Nc1ccncc1	-1
C/C(=N/NC(=O)c1ccccc1C)c1ccc(NC(=O)C(F)(F)F)cc1	3
O=C1CSC(=S)N1/N=C/c1cccc(OCCOc2ccc(Br)cc2)c1	-4
O=C1NC(=O)N(c2cccc(Br)c2)C(=O)/C1=C/c1ccc(Oc2ccc([N+](=O)[O-])cn2)cc1	3
O=C(NC1CCCCC1)c1ccc(Br)o1	1
COc1cc(N/N=C/c2ccc(N(C)C)cc2)ncn1	-15
CC12C=CC(O1)C1C(=O)N(c3cccc(C(=O)O)c3)C(=O)C12 (stereo unspecified)	-4
O=c1oc2cc(OCCO)ccc2c2c1CCCC2	0
O=C(Nc1ccccc1C(=O)N/N=C/c1ccc(F)cc1)c1ccccc1Br	-1
CCOC(=O)C1CCN(C(=O)c2ccccc2Br)CC1	2
CCCC(=O)Nc1ccc(-c2nc3cc(C)c(C)cc3o2)cc1	0
CCOC(=O)Cn1c(C(F)(F)F)nc2ccccc21	2
CCC(=O)Oc1ccc2c3c(c(=O)oc2c1C)CCC3	-2
N#CC1=C(N)Oc2cc(N)ccc2C1c1cccs1 (stereo unspecified)	-3
C=CCNC(=O)C1CC(=O)N(c2ccc(Br)cc2)C1 (stereo unspecified)	0
CC(=O)Nc1ccc(NC(=O)c2cccc(F)c2)cc1	13
CCOc1ccc(NC(=O)c2ccc(S(=O)(=O)N(C)C)cc2)c([N+](=O)[O-])c1	14
O=C(/C=C/c1cccs1)Nc1ncc(Cc2cccc(C(F)(F)F)c2)s1	1
COc1cc(-c2ccc(NC(=O)/C=C/c3ccco3)c(OC)c2)ccc1NC(=O)/C=C/c1ccco1	-3
COc1cc(C(=O)c2cc(Br)ccc2NC(=O)COc2ccc(C)cc2)cc(OC)c1OC	12
COc1ccc(NC(=O)CC2CCCCC2)cc1	-3
O=C(c1ccc(S(=O)(=O)N2CCOCC2)cc1)N1CCCc2ccccc21	0
CC(=O)Nc1ccc(S(=O)(=O)N/N=C/c2ccc[nH]2)cc1	4
COc1ccc(-c2noc(COc3ccccc3C)n2)cc1	0
Cc1ccc2nc(-c3ccc(NC(=O)/C=C\C(=O)O)cc3)sc2c1	-9
COc1ccccc1OCCn1cc(/C=C2/SC(=S)N(Cc3ccccc3)C2=O)c2ccccc21	10
COc1ccc(/C=C(/C#N)C(=O)Nc2cccc(Br)c2)cc1C	-3
COc1ccc(C2(CNC(=O)C3COc4ccccc4O3)CCCC2)cc1OC (stereo unspecified)	8
O=[N+]([O-])c1ccc(Cl)c(/C=N/N2CCN(Cc3cccc4ccccc34)CC2)c1	0

Filtered by structure, the compounds so far containing fluorine.
SMILES	ER stress death
COC(=O)C1=C(O)/C(=C\c2c(F)cccc2Cl)N=C1C	-3
O=C1C(=O)N(c2cccc([N+](=O)[O-])c2)C(c2ccccc2F)/C1=C(/O)c1ccccc1 (stereo unspecified)	9
O=C(Nc1ccccc1C(=O)N1CCCC1)c1cccc(F)c1	3
COc1ccc([N+](=O)[O-])cc1NCc1ccc(C(F)(F)F)cc1	8
O=C(NCc1cccs1)c1nn2c(c1Cl)NC(c1ccco1)CC2C(F)(F)F (stereo unspecified)	3
O=C(Nc1ccc(Cl)cn1)c1cccc(F)c1	-3
COc1cc(NC(=O)c2cnn3c(C(F)(F)F)cc(-c4cccs4)nc23)c(OC)cc1Cl	4
CC1CN(Cc2c(O)ccc3c(=O)c(Oc4ccccc4Br)c(C(F)(F)F)oc23)CC(C)O1 (stereo unspecified)	8
Cc1ccc(NC(=O)c2cccc(F)c2)cc1C	8
COC(=O)C1=NNC2C(=O)N(c3cccc(C(F)(F)F)c3)C(=O)C12 (stereo unspecified)	4
O=C(NCc1ccccc1Cl)c1c(F)cccc1F	-2
O=C(COC(=O)c1ccccc1C(F)(F)F)c1ccc(Br)cc1	16
C/C(=N/NC(=O)c1ccccc1C)c1ccc(NC(=O)C(F)(F)F)cc1	3
O=C(Nc1ccccc1C(=O)N/N=C/c1ccc(F)cc1)c1ccccc1Br	-1
CCOC(=O)Cn1c(C(F)(F)F)nc2ccccc21	2
CC(=O)Nc1ccc(NC(=O)c2cccc(F)c2)cc1	13
O=C(/C=C/c1cccs1)Nc1ncc(Cc2cccc(C(F)(F)F)c2)s1	1

An excerpt; count on the stated rates, not on these rows.
